Bioassay records as filed in PubChem.
Vc quorum ag – inducers of Vibrio cholerae quorum light production without autoinducers, primary screen, BH1578 luxS cqsA deficient, single point; AID 588436, 2011; activation, % at 18.7 µM; 0.16% of 350,000 active; V. cholerae BH1578 lux reporter, luminescence, 6 h; in the data active means activation mostly above about 9.7%, no sharp cut-off; further: not every result past the cut was called active; inactives centre near 0; reference of the scale not given here
Rv3671c protease – Rv3671c serine protease inhibitors, primary screen, biochemical, fluorescence polarization, M. tuberculosis H37Rv; inhibition, % at 5.96 µM; 0.048% of 320,000 active; in the data active means inhibition above about 38%;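 further: extracellular domain of Rv3671c used as enzyme; 0% = enzyme with DMSO and 100% = no enzyme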
Target sequence (P9WHR9 whole entry, looked up, the tested form may be a part): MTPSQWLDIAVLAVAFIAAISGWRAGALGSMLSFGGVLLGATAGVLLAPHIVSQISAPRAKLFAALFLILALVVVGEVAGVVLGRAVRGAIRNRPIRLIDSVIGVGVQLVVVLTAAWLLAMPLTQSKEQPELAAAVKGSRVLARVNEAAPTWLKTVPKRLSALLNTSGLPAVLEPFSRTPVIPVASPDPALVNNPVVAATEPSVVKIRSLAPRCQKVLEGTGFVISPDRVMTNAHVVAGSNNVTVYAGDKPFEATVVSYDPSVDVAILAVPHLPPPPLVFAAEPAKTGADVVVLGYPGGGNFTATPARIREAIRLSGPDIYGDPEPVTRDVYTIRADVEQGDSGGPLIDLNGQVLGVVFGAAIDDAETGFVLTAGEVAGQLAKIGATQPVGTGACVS
3CLpro inhibitor – SARS-CoV 3CLpro protease inhibitors, primary screen, biochemical, quenched FRET | recombinant SARS-CoV 3CLpro, quenched FRET peptide cleavage | inhibition, % at 6 µM | 0.14% of 290,000 active | AID 1706, 2009; in the data active means inhibition above about 12%
PrPC TRFRET – inhibitors of human cell surface prion protein PrPC, primary screen, cell-based, TR-FRET; TR-FRET read-out; inhibition, % at 13.8 µM; 0.43% of 370,000 active; AID 720596, 2013; in the data active means inhibition above about 24%; further: 0% = median of the test wells and 100% = reference compound wells
DUSP3 inh – VHR1 phosphatase inhibitors, primary screen, biochemical, absorbance, uHTS. Dual specificity protein phosphatase 3 (Homo sapiens), P51452. recombinant VHR phosphatase, pNPP absorbance. inhibition, % at 13.3 µM. 0.52% of 290,000 active. AID 1654, 2009; in the data active means inhibition above about 50%; further: some compounds called inactive have numbers as strong as hits
Target sequence (P51452 whole entry, looked up): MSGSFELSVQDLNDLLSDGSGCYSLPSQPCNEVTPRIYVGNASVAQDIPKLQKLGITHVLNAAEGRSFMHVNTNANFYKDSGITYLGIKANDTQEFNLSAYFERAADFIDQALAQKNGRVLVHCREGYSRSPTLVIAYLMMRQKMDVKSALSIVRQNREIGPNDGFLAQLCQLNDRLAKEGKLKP
MazF activator – activators of E. coli MazEF toxin-antitoxin RNase, primary screen, biochemical, fluorescence, uHTS. Endoribonuclease toxin MazF (Escherichia coli (strain K12)), P0AE70. FAM/BHQ RNA-DNA oligo cleavage fluorescence, 5 h. activation, % at 20 µM. 0.32% of 350,000 active; in the data active means activation above about 50%
Target sequence (P0AE70 whole entry, looked up): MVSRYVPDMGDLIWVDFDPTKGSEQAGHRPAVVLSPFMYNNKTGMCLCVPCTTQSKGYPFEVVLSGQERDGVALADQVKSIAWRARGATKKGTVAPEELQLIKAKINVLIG
Yp Topo-I inh – Yersinia pestis topoisomerase I inhibitors, primary screen, biochemical, cleavage product accumulation, plate reader, single point; DNA topoisomerase I (Yersinia pestis CO92); Y. pestis Topo-I cleavage product accumulation; activity, % at 10 µM; 0.064% of 360,000 active; AID 504884, 2011; in the data active means activity above about 50%, passing the limit was not always enough; further: inactives centre near 2
CCHF vOTU inh – CCHFV vOTU protease inhibitors, primary screen, biochemical, Pep-AMC substrate, fluorescence | AID 651958, 2012 | inhibition, % at 11.5 µM | 0.55% of 370,000 active; in the data active means inhibition above about 30%; further: 0% = vehicle wells with enzyme and 100% = no enzyme wells
TcdB GH inh – TcdB glycohydrolase inhibitors, primary screen, biochemical, single point, plate reader. TcdB glycohydrolase enzymatic assay. inhibition, % at 9.99 µM. Toxin B (Clostridioides difficile), P18177. 0.24% of 350,000 active. AID 652162, 2013; in the data active means inhibition above about 10%
SSB-PriA inh – inhibitors of Klebsiella pneumoniae PriA binding to SSB C-terminal tail, primary screen, biochemical, AlphaScreen | AlphaScreen SSBct-PriA binding, biotinylated peptide | 0.6% of 430,000 active | inhibition, % at 33 µM | PriA–SSB C-terminal tail interaction (Klebsiella pneumoniae); in the data active means inhibition mostly above about 37%, no sharp cut-off; inactive means mostly below about 20%;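 further: plate controls were negative control peptide for no effect and reference peptide for full effect; strong numbers were not always called active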
The depositor's hits bear a star; i = inactive; nt = no result given; & = joins results of further samples.

Sample of the layout:
SMILES	Vc quorum ag	Rv3671c protease	3CLpro inhibitor	PrPC TRFRET	DUSP3 inh	MazF activator	Yp Topo-I inh	CCHF vOTU inh	TcdB GH inh	SSB-PriA inh
COc1cc(C2C(C(=O)c3cccs3)=C(O)C(=O)N2c2cc(C)on2)ccc1O (configuration not stated)	0.3	-2	1	-6	27	4	-7	21	0.4	2
COc1ccc(OCC(O)CNC(=O)c2sccc2Cl)cc1 (configuration not stated)	-0.6	-2	3	6	-15	5	-7	1	0.2	-5
C=CCCC(=O)N1CCCC(Cc2cccc(Cl)c2)(C(=O)OCC)C1 (configuration not stated)	-0.2	2	5	7	-32	9	25	0	0.4	-13
COc1ccc(CC(=O)NCc2ccc(F)cc2)cc1S(=O)(=O)N1CCOCC1	i	7	nt	-6	nt	5	2	-1	0.2	-5
Cc1ccc(NC(=O)CC(=O)Nc2ccc(C)cc2)cc1	i	-1	5	-4	16	-2	-9	-2	1.0	5

The whole of this part, repeating the preview:
SMILES	Vc quorum ag	Rv3671c protease	3CLpro inhibitor	PrPC TRFRET	DUSP3 inh	MazF activator	Yp Topo-I inh	CCHF vOTU inh	TcdB GH inh	SSB-PriA inh
COc1cc(C2C(C(=O)c3cccs3)=C(O)C(=O)N2c2cc(C)on2)ccc1O (configuration not stated)	0.3	-2	1	-6	27	4	-7	21	0.4	2
COc1ccc(OCC(O)CNC(=O)c2sccc2Cl)cc1 (configuration not stated)	-0.6	-2	3	6	-15	5	-7	1	0.2	-5
C=CCCC(=O)N1CCCC(Cc2cccc(Cl)c2)(C(=O)OCC)C1 (configuration not stated)	-0.2	2	5	7	-32	9	25	0	0.4	-13
COc1ccc(CC(=O)NCc2ccc(F)cc2)cc1S(=O)(=O)N1CCOCC1	i	7	nt	-6	nt	5	2	-1	0.2	-5
Cc1ccc(NC(=O)CC(=O)Nc2ccc(C)cc2)cc1	i	-1	5	-4	16	-2	-9	-2	1.0	5
O=[N+]([O-])c1ccc(CSc2ccc(S(=O)(=O)N3CCCCCC3)cn2)cc1	i	nt	nt	-7	nt	-2	21	-1	6.9	2
COC(=O)COc1ccc(NC(=O)C(c2ccccc2)c2ccccc2)cc1	-0.3	-8	-4	-2	34	9	12	-4	1.3	-1
Clc1cccc(-c2ccc(CNCCCN3CCOCC3)o2)c1	i	5	1	4	31	-1	-2	11	0.1	-11
Cc1cc(C)c(S(=O)(=O)N2CCN(C(=O)N3CCOCC3)CC2)c(C)c1	-2.0	-2	-2	9	28	1	6	1	2.5	-17
N#CC1=C(N)Oc2[nH]c(=S)[nH]c(=O)c2C12C(=O)Nc1ccccc12 (configuration not stated)	-2.1	2	5	-1	11	3	4	-3	0.7	-7
COc1cc(/C=N/NC(=S)NCCN2CCOCC2)cc(OC)c1OC	2.0	-12	0	-2	-7	4	1	12	nt	nt
CCOC(=O)/C(N=Nc1ccc2c(c1)OCO2)=C(\C)O	-0.4	8	-3	2	11	6	-14	15	1.1	nt
Cc1cc(C(=O)NNc2c(Cl)cccc2Cl)no1	-5.3	2	-6	-4	5	-2	-2	4	-2.1	7
COc1ccc(-c2ccc(C)cc2)cc1[C@H]1[C@H]2C=CC[C@@H](C)[C@@H]2C(=O)N1Cc1ccccc1	19	-1	nt	6	0	-7	-9	-11	0.2	-14
COc1cc(CNC(=O)C2CC(O)CN2C(=O)Nc2ccccc2)cc(OC)c1OC (configuration not stated)	-0.1	nt	nt	-2	nt	3	0	-12	0.5	nt
O=C(Nc1ccc(Cl)c(C(F)(F)F)c1)NC1CC2CCCC(C1)N2Cc1ccccc1 (configuration not stated)	nt	-13	0	-22	8	159*	nt	13	3.6	5
O=C1CCC(C(=O)Nc2ccccc2N2CCOCC2)=NN1	i	-4	5	6	-8	4	1	5	1.5	-13
COc1ccc(-n2c(=S)[nH]c3ccc(C)cc3c2=O)cc1	i	nt	nt	0	nt	10	3	4	0.4	nt
Cc1cccc(OCc2nnc(SCC(=O)Nc3ccc(C)c(Cl)c3)o2)c1	-0.5	6	4	-2	5	2	4	-2	2.0	4
O=C1Nc2c(ccc(Cl)c2Cl)C(=O)C1(F)c1ccccc1 (configuration not stated)	-1.2	2	-3	4	24	-3	-1	-13	1.9	1
CCOC(=O)N1CCN(C(=O)CSc2ncnc3ccccc23)CC1	-0.2	-2	1	1	-5	9	7	4	2.2	-10
CN1CCN(c2ccc(C(N)=O)cc2[N+](=O)[O-])CC1	-0.2	-2	-6	-9	-4	1	1	-2	nt	0
CC(C)[C@H](NC(=O)CCCn1nnc2ccccc2c1=O)C(=O)O	-0.4	1	0	3	4	4	-5	-15	1.0	1
O=C(CN1C(=O)/C(=C2\SC(=S)N(C3CCS(=O)(=O)C3)C2=O)c2ccccc21)Nc1ccccc1 (configuration not stated)	-0.3	-6	3	3	48	16	-2	-8	nt	0
CC(=O)NNC(=O)c1[nH]c2ccc(Cl)cc2c1-c1ccccc1	i	1	0	0	16	8	1	-6	1.9	2
SMILES	Vc quorum ag	Rv3671c protease	3CLpro inhibitor	PrPC TRFRET	DUSP3 inh	MazF activator	Yp Topo-I inh	CCHF vOTU inh	TcdB GH inh	SSB-PriA inh
O=C(NCCc1ccccc1)c1oc2ccccc2c1COc1ccccc1	-0.6	-44	0	13	-4	-14	21	27	1.7	-55
Cc1ccc(NC(=O)c2cc(NC(=O)c3ccco3)ccc2N2CCOCC2)cc1	-0.3	-66	-3	1	18	3	18	1	nt	-5
CC(C)c1onc(C(=O)N2CCC3(CC2)OCCO3)c1[N+](=O)[O-]	i	-5	1	9	19	4	9	11	1.8	-1
CC(=O)c1ccc(-n2nnnc2SCC(=O)Nc2cccc(NC(=O)c3ccco3)c2)cc1	nt	-58	0	5	48	3	16	2	nt	-6
CCN(CC(=O)Nc1c(F)cccc1F)C(=O)c1ccc(-n2cncn2)c([N+](=O)[O-])c1	-1.9	6	nt	-10	nt	-3	1	-8	0.6	-3
Cc1oc2cc3oc(=O)ccc3cc2c1C	-0.5	-7	0	8	5	3	1	-7	-0.1	-1
c1ccc(CNc2ccccn2)cc1	i	-5	-6	-6	0	5	-5	4	0.4	-15
O=S(=O)(NCCOc1ccccc1)c1ccc2ccccc2c1	-3.6	2	0	-2	3	0	42	-6	nt	-19
CC(C)(C)NC(=O)N1CCN(c2ncccc2C(F)(F)F)CC1	0.6	-2	-3	-7	63	0	-9	0	0.8	-2
C#CCN(C(=O)c1cc(COc2cccc(C(F)(F)F)c2)on1)C1CCCCC1	-0.6	0	7	5	28	-2	35	18	0.4	-20
CCN(CC)S(=O)(=O)c1ccc2c(c1)c(=O)c(C(=O)N1CCN(c3ccccc3)CC1)cn2C	-0.7	-13	5	3	-5	9	-1	6	nt	4
OCCNCCc1c[nH]c2ccc(OCc3ccccc3)cc12	i	7	0	-12	4	13	-2	3	0.0	-2
CCN(CC)CCN1C(=O)c2ccccc2NC1c1cccc(F)c1 (configuration not stated)	i	-8	5	0	28	-8	-10	-108	nt	-2
COc1ccc(CCNC(=O)C2CCN(S(=O)(=O)c3ccc(OC)cc3)CC2)cc1	-0.3	-6	2	8	39	5	25	10	0.8	12
O=C(Nc1ccccc1F)c1cc(S(=O)(=O)N2CCCCC2)cs1	i	-1	-3	7	-6	6	-1	1	nt	1
CCc1nn(C(C)C(=O)NC2CCCCCC2)c(=O)c2cc3occc3n12 (configuration not stated)	-0.3	-4	0	-4	14	12	2	3	0.8	-12
Cc1cc(C)cc(NC(=O)C(Sc2nnc(C)c(=O)[nH]2)c2ccccc2)c1 (configuration not stated)	-0.3	-2	4	3	10	-15	3	-3	0.9	2
C=CCn1c(=O)c2ccc(C(=O)NCc3ccccc3)cc2n(Cc2ccccc2Cl)c1=O	-0.2	-3	-3	-1	-6	-35	8	3	-0.5	-8&-12
Cc1ccccc1NC(=O)Cn1nnc(-c2ccc(CN3CCC(C)CC3)cc2)n1	-3.2	-8	0	2	-5	-4	7	6	1.5	2
COc1ccccc1NS(=O)(=O)c1cccc(NC(=S)NCCN2CCOCC2)c1	-0.2	-2	-1	-1	1	3	1	0	0.8	7
O=C(NCc1ccc(Cl)cc1)C(=O)NCC1CCCN1S(=O)(=O)c1cccs1 (configuration not stated)	i	3	nt	3	nt	-2	24	-4	1.1	2
CC(C)N(C(=O)CSc1nnc(NC(=O)c2ccco2)s1)C(C)C	1.1	0	-5	8	7	7	10	5	-0.1	1
C/C(=N\NC(=O)CCc1ccccc1)C1C(=O)c2ccccc2C1=O	-0.1	13	0	-8	22	-6	-11	10	-1.8	nt
O=C(CSc1ccc2c(c1)OCCO2)NCc1ccccc1	-0.4	3	-3	4	13	7	-3	-15	1.2	-16
Cc1cccc(N(C)Cc2nnc(-c3cccc(Br)c3)o2)c1	-1.4	2	4	-2	-6	1	11	2	0.3	-27
SMILES	Vc quorum ag	Rv3671c protease	3CLpro inhibitor	PrPC TRFRET	DUSP3 inh	MazF activator	Yp Topo-I inh	CCHF vOTU inh	TcdB GH inh	SSB-PriA inh
C#CCNC(=O)C1=C[C@H](C)C[C@H](OCc2ccc(CO)cc2)O1	i	-2	nt	3	nt	3	-2	-4	1.5	-9
COc1ccc(-n2nc(C(=O)NCC(=O)N3CCC4(CC3)OCCO4)c3ccccc3c2=O)cc1Cl	-0.2	-13	-12	-18	10	4	10	7	2.2	1
CCN(CC)CCNc1cc(C)c(C#N)c2nc3ccccc3n12	-0.4	-12	-12	-2	35	-4	-9	-140	-0.6	-8
O=C(c1cnccn1)N1CCN(S(=O)(=O)c2ccc3ccccc3c2)CC1	nt	0	-3	0	21	0	0	2	nt	-10
CCCCN1CC(=O)N2[C@@H]3c4cc(OC)ccc4OC[C@@H]3[C@H](C(=O)OCC)[C@]2(C)C1=O	-0.4	nt	nt	5	nt	-1	3	5	0.3	-8
C=CCn1c(SCc2ccc(C(=O)OC)cc2)nnc1-c1sc(N)nc1C	-0.2	6	-9	1	0	-1	-3	-14	nt	-8
CCOCCCNC(=O)C1CC(=O)N(CCc2ccccc2)C1 (configuration not stated)	-1.4	5	0	-9	61	-1	5	-6	0.9	0
Cc1csc2ncc(C(=O)Nc3ccc4c(c3)OCCO4)c(=O)n12	-0.2	-6	nt	3	-20	10	6	-5	-4.6	-1
CCN(CC(=O)Nc1c(F)cccc1F)C(=O)CNC(=O)c1sc2ccccc2c1Cl	i	-3	nt	7	nt	6	3	10	1.2	-4
c1ccc(COc2ccc(CNn3cnnc3)cc2)cc1	i	2	-4	-3	22	2	2	-13	0.4	-19
Cc1nc2c(ncn2-c2ccccc2)c(=O)n1NC(=O)CN1CCN(C)CC1	-0.5	-2	-2	8	-13	-2	-3	-14	1.5	-5
O=C(O)CCCCCN1C(=O)/C(=C/c2cn(-c3ccccc3)nc2-c2cccs2)SC1=S	nt	nt	nt	6	nt	-188	8	-3	-0.4	10
COc1ccc(C(=O)Nc2ccc(C3CC3(Cl)Cl)cc2)cc1 (configuration not stated)	-0.4	-9	-1	20	35	-2	9	-6	4.1	-9
CCOC(=O)/C(C#N)=C/c1c(N2CCN(CC)CC2)nc2c(C)cccn2c1=O	0.6	-3	-1	-10	2	-22	-7	8	1.4	11
COc1cccc2c(=O)cc(C)n(CC(=O)Nc3ccc(Br)cc3)c12	-0.7	-7	1	-3	10	18	-2	-6	0.7	-7
CC(C)C[C@H](NC(=O)N1CCn2c1nc1ccccc12)C(=O)N[C@@H](Cc1ccccc1)C(=O)O	-0.4	-9	0	0	20	0	17	7	-0.1	-1
COc1cccc(NCc2nnc(SCC(=O)N(C)C3CCS(=O)(=O)C3)n2C2CCCCC2)c1 (configuration not stated)	i	0	-3	4	1	6	9	-4	1.5	-12

Only part of the results is shown (hit frequency here may not be typical).
